MT1-MMP act inh – blockers of MT1-MMP proenzyme processing, primary screen, HT1080 RFP-PRO-GFP cells, GFP/RFP fluorescence; GFP/RFP ratio change, % at 20 µM; GFP/RFP ratio fluorescence, overnight; percent of plate control window, DMSO zero; 360,000 tested, 0.061% active; Matrix metalloproteinase-14 (Homo sapiens), P50281;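 active means GFP/RFP ratio change of at least 30% with cell ATP level not reduced by more than half and red fluorescence within 50% of control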; further: strong numbers were not always called active
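Test system: HT1080 RFP-PRO-GFP cells; Benchmarks: DMSO and RFP-L50D-GFP cell wells; Timing: cells overnight before dosing, compound overnight, 37 °C, 5% CO2; Compound: one 20 µM compound dose with 1% DMSO; Read-out: GFP/RFP fluorescence ratio.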
Scp-1 inhibitor – Scp-1 phosphatase inhibitors, primary screen, biochemical, colorimetric, uHTS | Carboxy-terminal domain RNA polymerase II polypeptide A small phosphatase 1 (Homo … | Recombinant Scp1, phosphopeptide, malachite green phosphate absorbance | inhibition, % at 20 µM | 340,000 tested, 0.88% active | AID 493091, 2011;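 active means inhibition above about 50% at 20 µM, limit read from the data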;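 further: plate controls were DMSO wells with enzyme for no effect and wells lacking enzyme for full effect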
Target sequence (Q9GZU7 76-261 limits assumed): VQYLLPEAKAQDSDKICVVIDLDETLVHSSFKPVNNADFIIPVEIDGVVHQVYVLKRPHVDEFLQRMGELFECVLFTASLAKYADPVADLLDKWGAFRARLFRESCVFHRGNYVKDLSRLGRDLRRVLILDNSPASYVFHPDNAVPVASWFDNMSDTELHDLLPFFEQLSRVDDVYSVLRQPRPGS
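Material – SCP-1 phosphatase catalytic domain, residues 76-261 · Buffer or medium – Acidic Tris acetate buffer with magnesium and detergent · Also added – Phospho 17-mer peptide substrate · Compound – single 20 µM dose, 1% DMSO · Times – 45 min room-temperature reaction, 5 min colour, 30 min stabiliser · Technique – Phosphate-binding colour reagent, absorbance read at 630 nm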
CendR NRP1 mod – modulators of CendR peptide binding to NRP-1, primary screen, biochemical, fluorescence polarization, uHTS. Neuropilin-1 (Homo sapiens), O14786. FAM-RPARPAR peptide binding to NRP-1. inhibition, % at 25 µM. 360,000 tested, 0.85% active. AID 602438, 2012;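 active means inhibition or corrected inhibition above about 18%, plus a signal ratio from 0.5 to 1.5, limit read from the data, passing the limit was not always enough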; further: strong numbers were not always called active
LMPTP block – LMPTP phosphatase inhibitors, primary screen, biochemical, fluorescence intensity, uHTS; Low molecular weight phosphotyrosine protein phosphatase (Homo sapiens), P24666; recombinant LMPTP-A, OMFP fluorogenic substrate; inhibition, % at 20 µM; 360,000 tested, 0.22% active;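 active means compounds that cut the enzyme signal by at least half of the control window in the single-dose screen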;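 further: plate controls were DMSO wells with enzyme plus substrate for no effect and substrate without enzyme for full effect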
Target sequence (P24666 whole entry, looked up): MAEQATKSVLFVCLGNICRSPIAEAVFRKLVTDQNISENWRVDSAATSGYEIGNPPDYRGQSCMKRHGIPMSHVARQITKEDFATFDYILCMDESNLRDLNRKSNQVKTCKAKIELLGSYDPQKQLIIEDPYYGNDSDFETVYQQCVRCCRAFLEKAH
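Test system – LMPTP-A enzyme · Amount – LMPTP-A at 0.625 nM final in the reaction · Buffer or medium – Bis-Tris pH 6.0, DTT, detergent · Reagent – OMFP 400 µM · Doses – single 20 µM dose · Schedule – reaction 50 min, room temperature, dark · Detection – fluorescence intensity of OMFP turnover product · Evaluation – percent inhibition versus substrate-only and uninhibited controls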
SUMO1-SIM PPI – modulators of SUMO1 protein-protein interactions, primary screen, biochemical, uHTS; Small ubiquitin-related modifier 1 (Homo sapiens), P63165; SUMO1 binding to a labelled peptide, TR-FRET, 1 h; inhibition, % at 20 µM; 360,000 tested, 0.33% active; AID 602429, 2012; in the data active means inhibition above about 37%
Target sequence (P63165 whole entry, looked up): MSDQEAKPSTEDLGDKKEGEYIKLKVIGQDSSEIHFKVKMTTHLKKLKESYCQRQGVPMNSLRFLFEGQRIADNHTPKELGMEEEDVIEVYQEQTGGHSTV
Rpn11 block – Rpn11 (PSMD14) deubiquitinase inhibitors, primary screen, biochemical, fluorescence polarization, uHTS; 26S proteasome non-ATPase regulatory subunit 14 (Homo sapiens), O00487; human 26S proteasome, Ub4-pepOG fluorescence polarization; 20S core pre-blocked with epoxomicin; calls only at 20 µM; 360,000 tested, 0.59% active; AID 588493, 2011;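 active means inhibition at 20 µM, scaled to each plate's controls, above about 33%, limit read from the data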
STEP inh – STEP phosphatase inhibitors, primary screen, biochemical, fluorescence intensity, uHTS; Tyrosine-protein phosphatase non-receptor type 5 (Homo sapiens), P54829; recombinant STEP, OMFP fluorogenic substrate; inhibition, % at 20 µM; 360,000 tested, 0.25% active; AID 588621, 2011;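 active means inhibition at 20 µM, scaled per plate between control wells, above about 37%, limit read from the data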;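 further: 0% = DMSO with enzyme and substrate and 100% = substrate only without enzyme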
Target sequence (P54829 whole entry, looked up): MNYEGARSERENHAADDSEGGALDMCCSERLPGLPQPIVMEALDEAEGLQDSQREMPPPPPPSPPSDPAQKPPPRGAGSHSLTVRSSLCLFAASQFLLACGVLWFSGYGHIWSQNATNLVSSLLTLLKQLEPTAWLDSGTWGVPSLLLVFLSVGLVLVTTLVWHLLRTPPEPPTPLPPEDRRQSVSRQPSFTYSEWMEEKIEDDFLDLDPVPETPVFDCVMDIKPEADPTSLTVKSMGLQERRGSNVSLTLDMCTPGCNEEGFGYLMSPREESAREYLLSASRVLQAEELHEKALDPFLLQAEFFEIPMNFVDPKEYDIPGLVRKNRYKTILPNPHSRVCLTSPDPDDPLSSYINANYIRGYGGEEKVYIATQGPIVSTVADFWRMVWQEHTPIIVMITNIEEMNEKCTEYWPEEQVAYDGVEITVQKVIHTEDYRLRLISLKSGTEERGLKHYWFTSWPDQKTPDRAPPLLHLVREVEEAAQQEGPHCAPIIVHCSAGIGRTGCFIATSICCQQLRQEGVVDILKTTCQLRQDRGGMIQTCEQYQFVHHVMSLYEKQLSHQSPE
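Assay system: isolated STEP enzyme / Timing: 20 min at room temperature, dark / Doses: 20 µM, 1% DMSO / Technique: fluorescence intensity, excitation 480 nm, emission 540 nm / Reagent: fluorogenic phosphatase substrate OMFP at 25 µM final / Measure: percent inhibition scaled to no-enzyme and uninhibited-enzyme controls, plate-pattern corrected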
SKN-1 block – suppressors of acrylamide-induced Pgst-4::GFP reporter in worms, primary screen, SKN-1 inhibitor project, whole organism, uHTS, GFP/RFP fluorescence ratio, strain VP596 | 360,000 tested, 0.49% active | AID 624304, 2012 | inhibition, % at 21.8 µM | C. elegans VP596 Pgst-4::GFP/RFP ratio, 24 h;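 active means interference check ratio from 0.5 to 1.5 plus GFP to RFP signal ratio inhibition reaching or exceeding a fixed threshold, cut at about 30% in these data, passing the limit was not always enough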; further: some compounds called inactive have numbers as strong as hits
DNMT1 block – human DNMT1 methyltransferase inhibitors, primary screen, biochemical, molecular beacon, fluorescence, HinP1I cleavage, uHTS. DNA (cytosine-5)-methyltransferase 1 (Homo sapiens), P26358. inhibition (reported as % activation of signal), % at 10 µM. 360,000 tested, 0.83% active. AID 588458, 2011; in the data active means inhibition above about 50%
NadD block – inhibitors of S. aureus NadD, primary screen, biochemical, colorimetric, uHTS; 360,000 tested, 0.78% active; purified NadD enzyme, colorimetric absorbance read-out; inhibition, % at 20 µM; Nicotinate-nucleotide adenylyltransferase NadD (Staphylococcus aureus N315); in the data active means inhibition above about 26%; further: some compounds past the cut are filed as inactive
* = called active by the depositor; i = inactive; / = no result given.

MT1-MMP act inh | Scp-1 inhibitor | CendR NRP1 mod | LMPTP block | SUMO1-SIM PPI | Rpn11 block | STEP inh | SKN-1 block | DNMT1 block | NadD block | Molecule
-2 | 3 | -12 | -0.6 | 4 | i | -1 | 21 | -1 | -2 | CC(Oc1ccc(Cl)cc1)C(=O)Nc1nccs1 (stereo not given)
0 | / | 1 | 1.0 | 7 | i | 3 | -10 | 3 | 1 | COC(=O)c1ccccc1NC(=O)CSc1nc2ccsc2c(=O)n1CCCCC(=O)O
0 | 2 | -5 | -0.5 | 3 | i | 2 | 11 | 7 | 3 | Cc1ccccc1Nc1nnc(SCC(=O)Nc2ncc(C(F)(F)F)cc2Cl)s1
-3 | / | 1 | 0.4 | 5 | i | -1 | -13 | -8 | -8 | CC(C)C1C(=O)N(Cc2cn(CCC3OCCO3)nn2)CCS(=O)(=O)N1Cc1ccc(-c2cccc(N(C)C)c2)cc1 (stereo not given)
4 | -10 | -6 | -1.1 | 6 | i | -1 | -8 | 1 | -11 | COc1ccc(CNCc2ccc(C)cc2)c(OC)c1
8 | -2 | 0 | -1.7 | 1 | i | 0 | 9 | 0 | 8 | c1ccc(CSc2nnc(-c3ccccn3)n2-c2ccccc2)cc1
-1 | -3 | 11 | -1.9 | -3 | i | -3 | 1 | -1 | -2 | CCCCNC(=O)Nc1ccnn1C1CCCCC1
1 | -2 | -4 | -0.3 | 2 | i | -2 | 21 | -11 | 0 | CCCN(CCC(=O)Nc1cc(OC)cc(OC)c1)CC1CC1
-1 | -4 | 2 | 1.8 | -15 | i | 8 | 82* | -2 | 6 | O=C(/C=C/Nc1ccc(Oc2ccccc2)cc1)c1ccco1
-2 | -4 | 6 | 2.4 | 5 | i | 4 | 12 | 2 | 8 | O=C(OCc1ccc(Br)cc1)c1cccc(S(=O)(=O)N2CCCC2)c1
-6 | -6 | -10 | -0.9 | 10 | i | 4 | -3 | 0 | 12 | Cc1c(Nc2nc3ccccc3nc2NS(=O)(=O)c2cccs2)c(=O)n(-c2ccccc2)n1C
-1 | -8 | 3 | -1.3 | 0 | i | 7 | -11 | 1 | 1 | O=C(O)c1ccccc1C(=O)c1ccc(Cl)cc1
-13 | -12 | -76 | 0.3 | -5 | i | -3 | 10 | -11 | -6 | CS(=O)(=O)Nc1ccc(C2=NN(S(=O)(=O)c3ccc(F)cc3)C(c3ccco3)C2)cc1 (stereo not given)
-1 | 34 | -11 | -0.5 | -31 | i | -4 | 8 | -3 | -7 | NC(N)=NCCCC(NC(=O)c1ccccc1)C(=O)Nc1ccc([N+](=O)[O-])cc1 (stereo not given)
-1 | -5 | 10 | -0.9 | 1 | i | 1 | 4 | 0 | -2 | COc1cc(CNc2nc(C)c([N+](=O)[O-])c(C)c2C#N)cc(OC)c1OC
-2 | -13 | 3 | 3.6 | -1 | i | 0 | 8 | 0 | -1 | CSc1nccc(-c2cc(Cl)sc2Cl)n1

Some of these compounds in order of their number in NadD block, low to high:
MT1-MMP act inh | Scp-1 inhibitor | CendR NRP1 mod | LMPTP block | SUMO1-SIM PPI | Rpn11 block | STEP inh | SKN-1 block | DNMT1 block | NadD block | Molecule
-1 | -3 | 11 | -1.9 | -3 | i | -3 | 1 | -1 | -2 | CCCCNC(=O)Nc1ccnn1C1CCCCC1
-1 | -8 | 3 | -1.3 | 0 | i | 7 | -11 | 1 | 1 | O=C(O)c1ccccc1C(=O)c1ccc(Cl)cc1
0 | 2 | -5 | -0.5 | 3 | i | 2 | 11 | 7 | 3 | Cc1ccccc1Nc1nnc(SCC(=O)Nc2ncc(C(F)(F)F)cc2Cl)s1
-2 | -4 | 6 | 2.4 | 5 | i | 4 | 12 | 2 | 8 | O=C(OCc1ccc(Br)cc1)c1cccc(S(=O)(=O)N2CCCC2)c1

The list goes on:
MT1-MMP act inh | Scp-1 inhibitor | CendR NRP1 mod | LMPTP block | SUMO1-SIM PPI | Rpn11 block | STEP inh | SKN-1 block | DNMT1 block | NadD block | Molecule
-2 | -2 | -1 | -1.2 | -4 | i | 0 | 6 | -2 | 9 | CC(=O)c1sc(NC(=O)C(C)(C)C)nc1C
-2 | 2 | 2 | -0.8 | 7 | i | -2 | 3 | 7 | 1 | CCN1CC(C)(C)N(C(=O)c2ccccc2)CC1(C)C
-2 | 3 | -11 | 3.4 | 3 | i | 0 | 29 | 4 | 59* | COc1ccc(Br)cc1CNC(=O)CN1C(=O)C(c2ccccc2)Oc2cccnc21 (stereo not given)
3 | -6 | 7 | -0.2 | 0 | i | 1 | 14 | -2 | 0 | CCCN(CCO)C1CCN(CCc2ccccc2)CC1
-2 | -5 | -1 | -0.3 | 2 | i | -2 | 8 | -3 | 11 | CCN(C(=O)COC(=O)/C=C/c1c(C)nn(-c2ccccc2)c1C)c1c(N)n(Cc2ccccc2)c(=O)[nH]c1=O
-4 | 10 | 18 | -2.2 | 0 | i | -1 | 3 | 3 | 4 | COc1ccc(CC(=O)Nc2c(C(=O)N3CCN(c4ncccn4)CC3)oc3ccccc23)cc1OC
6 | / | 7 | 2.8 | -23 | i | 2 | 3 | 3 | 1 | COCCNc1nc2cc(-c3ccccc3OC)sc2c(=O)n1C
0 | -4 | 12 | -0.2 | 2 | i | -1 | -13 | 1 | -1 | Cc1cccc(C(=O)OCc2cncs2)c1
4 | -2 | 25 | -0.9 | 4 | i | 4 | -17 | -1 | 9 | CCOC(=O)c1c(-c2cccs2)csc1NC(=O)c1ccncc1
-3 | -10 | 4 | 1.2 | 0 | i | 3 | -16 | -3 | -2 | COc1ccc(-c2csc(N(CCCN(C)C)C(=O)c3ccc(F)cc3)n2)cc1
-6 | -21 | 2 | -1.2 | -3 | i | 0 | 0 | -1 | -11 | CCC(Sc1ccc2nnc(CCNS(=O)(=O)c3ccc(OC)cc3)n2n1)C(=O)OC (stereo not given)
-3 | -4 | -3 | -0.7 | -15 | i | -1 | 63* | 0 | -2 | O=C(/C=C/c1ccc(Cl)cc1)Nc1ccc(CN2CCOCC2)cc1
1 | -5 | 7 | 2.4 | -1 | i | 2 | 40* | 2 | -6 | CN(C(=O)c1ccco1)c1nc(-c2ccccc2)cs1
-7 | -6 | 12 | 0.0 | 7 | i | -2 | -8 | 2 | -2 | CN(C)C(CNC(=O)c1ccc(NS(=O)(=O)c2ccc3[nH]c(=O)[nH]c3c2)cc1)c1ccccc1 (stereo not given)
3 | -8 | -3 | -0.5 | -1 | i | 1 | -9 | 0 | 10 | COc1ccc(-n2ccnc2)cc1
3 | -4 | -7 | 2.1 | -3 | i | 1 | 2 | -26 | 4 | Nc1cccc2cc(-c3ccccc3)oc12

Only Scp-1 inhibitor, for some of the entries so far:
Compound,Scp-1 inhibitor
CN(C(=O)c1ccco1)c1nc(-c2ccccc2)cs1,-5
O=C(/C=C/c1ccc(Cl)cc1)Nc1ccc(CN2CCOCC2)cc1,-4
Nc1cccc2cc(-c3ccccc3)oc12,-4
CCC(Sc1ccc2nnc(CCNS(=O)(=O)c3ccc(OC)cc3)n2n1)C(=O)OC (stereo not given),-21

Carrying on:
MT1-MMP act inh | Scp-1 inhibitor | CendR NRP1 mod | LMPTP block | SUMO1-SIM PPI | Rpn11 block | STEP inh | SKN-1 block | DNMT1 block | NadD block | Molecule
-4 | -1 | 2 | -0.3 | 0 | i | -2 | -6 | 2 | -6 | S=c1[nH]nc(C2CCCCC2)o1
9 | / | 20 | -0.5 | 3 | i | -1 | 12 | 0 | 2 | COc1ccccc1NC(=O)N(C)C[C@H]1OCc2cn(nn2)CCCC(=O)N([C@@H](C)CO)C[C@@H]1C
6 | -14 | 0 | 0.9 | 13 | i | -2 | 4 | -5 | 14 | Cc1cc(C)cc(OCC(=O)Nc2cc(NC(=O)COc3cc(C)cc(C)c3)cc(C(=O)O)c2)c1
0 | -3 | 11 | 1.7 | 2 | i | 0 | -1 | 5 | -1 | COc1cc(C=O)ccc1OC(=O)c1ccc(C(C)C)cc1
-1 | -4 | 3 | 0.2 | -5 | i | 0 | 2 | 3 | -11 | CC(C)(C)c1ccc(S(=O)(=O)N2C=CC(C(F)(F)F)=NCC2)cc1
2 | -13 | 13 | -1.2 | 0 | i | 0 | 4 | -1 | -4 | CN(CC(=O)Nc1ccccc1Br)C(=O)CN1CCN(Cc2ccc(Cl)cc2)CC1
0 | -6 | 25* | -0.3 | -5 | i | -2 | 1 | -2 | -7 | COc1ccc(S(=O)(=O)Nc2ccc(N3CCOCC3)cc2)cc1[N+](=O)[O-]
1 | -5 | 2 | -1.7 | -1 | i | 2 | 10 | -4 | 4 | Cc1cccn2c1nc(=S)n2C(=O)c1ccco1
-3 | -13 | 3 | 0.4 | 1 | i | -2 | 3 | -4 | -1 | Cc1sc(NC(=O)CN(Cc2ccc(F)cc2)C(=O)C(C)(C)C)c(C(N)=O)c1C
/ | -6 | -6 | 3.7 | 3 | i | -1 | -9 | -2 | -8 | O=C(Cc1ccc(S(=O)(=O)N2CCOCC2)s1)Nc1cc(C(F)(F)F)cc(C(F)(F)F)c1
-22 | -3 | -9 | 3.1 | 4 | i | 4 | 3 | 1 | 7 | O=C(CN1CCCC1c1cccs1)Nc1cc(S(=O)(=O)N2CCCCC2)ccc1Cl (stereo not given)

Records listed so far shown as hits in CendR NRP1 mod.
MT1-MMP act inh | Scp-1 inhibitor | CendR NRP1 mod | LMPTP block | SUMO1-SIM PPI | Rpn11 block | STEP inh | SKN-1 block | DNMT1 block | NadD block | Molecule
0 | -6 | 25* | -0.3 | -5 | i | -2 | 1 | -2 | -7 | COc1ccc(S(=O)(=O)Nc2ccc(N3CCOCC3)cc2)cc1[N+](=O)[O-]
